Rab2 wt GTP: changes GTP binding to wildtype dog Rab2A, up or down; GTP binding activity, % at 10 µM; P61105; 190,000 tested, 0.19% active; GST-Rab2 wt beads, Bodipy-GTP binding, flow cytometry;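 active = GTP binding activity at least 20 points away from 100%, either lowered or raised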;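 note: 0% = beads with excess unlabeled GTP and 100% = no-compound control corrected for plate trend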
Mcl1-Bid inh: Mcl-1/Bid interaction inhibition. AID 1021. Q07820. TR-FRET Mcl-1/Bid-Dy647 peptide binding, 1536-well. 220,000 tested, 0.97% active. inhibition, % at 21.7 µM;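 active = compounds that cut the binding signal by more than half at the single screening dose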;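 note: His-tagged Mcl-1 with europium anti-His antibody binding Bid BH3 peptide; 0% = Mcl-1 plus peptide wells and 100% = peptide-only wells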
Target sequence (Q07820 whole entry, looked up): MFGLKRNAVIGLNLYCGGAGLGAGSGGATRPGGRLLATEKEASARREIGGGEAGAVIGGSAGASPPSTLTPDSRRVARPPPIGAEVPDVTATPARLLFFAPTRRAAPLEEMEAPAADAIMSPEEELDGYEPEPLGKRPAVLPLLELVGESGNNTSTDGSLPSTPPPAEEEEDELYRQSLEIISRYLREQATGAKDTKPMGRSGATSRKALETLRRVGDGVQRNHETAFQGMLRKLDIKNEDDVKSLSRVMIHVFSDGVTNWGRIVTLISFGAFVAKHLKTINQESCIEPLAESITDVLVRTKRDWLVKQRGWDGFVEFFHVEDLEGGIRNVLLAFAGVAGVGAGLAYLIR
Rac1 wt modul: alters GTP binding to wildtype human Rac1 | P63000 | GST-Rac1 beads, fluorescent GTP binding, flow cytometry; actives lie on both sides; 0 = cold GTP competed, 100 = untreated | GTP binding activity (% of control), % at 10 µM | 190,000 tested, 0.27% active | AID 757;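 active = GTP binding activity at least 20 points away from the 100% control level, either lower or higher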
Mcl-1 Bim block: disrupts Bim peptide binding to human Mcl-1 | Q07820 | AID 1009 | inhibition, % at 10 µM | 190,000 tested, 0.1% active | Bead-based flow cytometry, Bim peptide-Mcl-1 binding; in the data active = inhibition above about 40%;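 note: 0% = no compound tracer wells and 100% = peptide blocker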
Mcl1-Noxa inh: Mcl-1/Noxa interaction inhibition. inhibition, % at 21.7 µM. Q07820. 220,000 tested, 1.5% active. TR-FRET Mcl-1/Noxa peptide binding, 2 h;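 active = compounds that cut the protein-peptide binding signal by more than 50% relative to plate controls in a single-dose test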;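 note: His-tagged Mcl-1 with rhodamine Noxa BH3 peptide and terbium anti-His antibody; 0% = Mcl-1 plus Noxa peptide wells and 100% = peptide-only wells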
Rac1 mut GTP: alters GTP binding to activated mutant human Rac1 | GST-Rac1 activated beads, fluorescent GTP binding, flow cytometry; actives lie on both sides; 100% means binding = to untreated wells | AID 764 | 190,000 tested, 0.11% active | P63000 | percent activity (GTP binding), % at 10 µM;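 active = GTP binding at least 20 percentage points away from the 100% baseline, in either direction, so actives lie on both sides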
Pf gamet viab: inhibitors of late stage P. falciparum gametocyte viability; P. falciparum stage V gametocytes, ATP luminescence, 24 h; inhibition, % at 10.9 µM; 150,000 tested, 0.065% active;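 active = inhibition above the mean plus 3 SD of compounds within the control limits, set per campaign, cut at about 38% in these data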;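 note: 0% = DMSO wells and 100% = medium only without gametocytes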
Rab7 wt modul: alters GTP binding to wildtype dog Rab7. GST-Rab7 beads, fluorescent GTP binding, flow cytometry; actives lie on both sides; untreated = 100%, excess cold GTP = 0%. GTP binding activity (percent of control), % at 10 µM. 190,000 tested, 0.055% active;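 active = fluorescent GTP binding to Rab7 beads changed by at least 20 points from the 100% baseline, either direction, mostly lower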;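 note: median green fluorescence of bound Bodipy-FL-GTP per Rab7 bead population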
RGS8-Gao reg: regulators of human RGS8-Galphao interaction. P09471. multiplexed bead flow cytometry, RGS8-Galphao binding; actives lie on both sides. response (percent of control binding), % at 10 µM. 220,000 tested, 0.34% active. AID 1423; in the data active = response below about 60% or above about 140%; inactive = in between;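 note: Galphao activated as the GDP aluminium fluoride complex binding bead-coupled RGS8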
Target sequence (P09471 whole entry, looked up): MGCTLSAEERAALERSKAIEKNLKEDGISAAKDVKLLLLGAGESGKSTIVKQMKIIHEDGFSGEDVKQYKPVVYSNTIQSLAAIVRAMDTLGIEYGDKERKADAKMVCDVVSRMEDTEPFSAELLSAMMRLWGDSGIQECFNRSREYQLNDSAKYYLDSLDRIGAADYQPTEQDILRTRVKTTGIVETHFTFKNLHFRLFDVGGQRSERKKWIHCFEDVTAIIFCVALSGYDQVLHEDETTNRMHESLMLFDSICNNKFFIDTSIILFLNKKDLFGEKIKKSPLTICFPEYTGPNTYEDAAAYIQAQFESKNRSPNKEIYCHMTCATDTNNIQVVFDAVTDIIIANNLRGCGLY
Cdc42 wt GTP: modulators (inhibitors or activators) of GTP binding to human Cdc42 wildtype. 190,000 tested, 0.2% active. AID 761. percent activity (GTP binding), % at 10 µM. GST-Cdc42 beads, Bodipy-GTP binding, flow cytometry; actives lie on both sides;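 active = percent activity GTP binding at least 20 points away from the 100% baseline, either down as inhibitor or up as activator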;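 note: median bead fluorescence of bound Bodipy-FL-GTP at 100 nM; 0% = excess unlabeled GTP control and 100% = no compound control; below 100% means less GTP binding so inhibitor and above means activator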
Target sequence (P60953 whole entry, looked up): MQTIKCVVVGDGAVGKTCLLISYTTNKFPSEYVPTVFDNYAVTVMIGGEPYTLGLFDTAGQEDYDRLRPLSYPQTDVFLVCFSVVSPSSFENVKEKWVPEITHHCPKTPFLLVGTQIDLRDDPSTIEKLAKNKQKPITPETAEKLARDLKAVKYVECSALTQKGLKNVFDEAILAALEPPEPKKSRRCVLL
HRas wt GTP bind: human HRas wildtype GTP binding, change in either direction. P01112. GST-Ras wt beads, Bodipy-FL-GTP binding, flow cytometry; actives lie on both sides. GTP binding activity, % at 10 µM. 190,000 tested, 0.14% active. AID 759;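 active = GTP binding activity at least 20% away from the 100% baseline, either lowered as inhibitor or raised as activator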;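 note: 0% = unlabeled GTP competition control and 100% = no-compound control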
* hit, by the source's call; nt = no result given.

SMILES	Rab2 wt GTP	Mcl1-Bid inh	Rac1 wt modul	Mcl-1 Bim block	Mcl1-Noxa inh	Rac1 mut GTP	Pf gamet viab	Rab7 wt modul	RGS8-Gao reg	Cdc42 wt GTP	HRas wt GTP bind
COc1ccc(N2C(=O)c3ccccc3NC2c2ccc(OC)c(COc3ccccn3)c2)cc1 (stereo unspecified)	97	-29	103	-4	23	99	-13	101	100	98	100
COc1cccc(NC(=O)Nc2c(C)n(C)n(-c3ccccc3)c2=O)c1	97	-12	100	-1	7	97	nt	97	102	99	97
CCCCNC(=O)C(C#N)c1nc2ccccc2nc1N1CCCC1 (stereo unspecified)	103	-1	103	-4	11	100	nt	102	102	105	102
CCOC(=O)C1=C(C)N(CCCCCC(=O)O)C(=O)NC1c1ccccc1OC(=O)c1cccs1 (stereo unspecified)	99	5	100	-1	18	99	nt	102	102	98	100
CCCC(=O)Nc1ccc2c(c1)c1ccccc1n2CC	100	27	101	-4	2	100	17	99	82	100	99
Cn1c(-c2ccc(Br)o2)nc2ccccc21	99	-27	106	2	6	102	-12	98	101	104	101
O=C(NCc1cccs1)C1CCN(S(=O)(=O)c2cccc3cccnc23)CC1	101	-15	106	4	12	102	nt	103	102	103	103
Cc1ccc(NS(=O)(=O)c2ccc(OCC(N)=O)cc2)cc1	96	-30	92	0	-8	93	2	96	102	91	92
O=C(Cn1cnc2c(nnn2Cc2ccc(Cl)cc2)c1=O)NC1CCCC1	104	6	109	-2	-3	101	-11	97	101	103	102
CCOC(=O)c1[nH]c(C)c(C(=O)NCc2ccco2)c1C	95	-35	100	1	-8	98	nt	92	101	95	94
O=C(Nc1ccc2c(c1)S(=O)(=O)N=C1CCCCCN12)c1ccccc1Cl	95	-13	93	3	11	94	6	103	102	96	96
O=C(NCc1cccs1)c1ccccc1C(=O)NCc1cccs1	101	11	102	-1	0	100	9	96	101	105	99
COc1ccccc1-c1nnc(Nc2nc3c(OC)cccc3s2)o1	100	-56	102	-1	-71	98	nt	98	104	104	103
O=C(Cn1cc(C(F)(F)F)cc(Cl)c1=O)Nc1cc(S(=O)(=O)N2CCOCC2)ccc1Cl	94	-7	100	-1	22	98	-6	95	100	98	95
CCSc1cc(N2CCCC2)nc(-c2ccccc2)n1	100	-1	106	0	3	100	nt	104	104	102	100
CC(c1ccco1)N(C(=O)c1ccc(C(F)(F)F)cc1)c1ccccn1 (stereo unspecified)	99	-31	99	0	8	95	11	104	101	102	99
O=C(Nc1sc2c(c1C(=O)O)CCCCC2)c1ccccc1	81	-7	80	-12	24	77*	-3	89	97	78*	82
Cc1ccc(C(c2ccc(C)o2)c2cccc([N+](=O)[O-])c2O)o1	97	-28	97	-1	7	95	-15	95	98	97	98
CN(C)C1N(C(=O)c2ccccc2)N=C2c3ccccc3S(=O)(=O)N21 (stereo unspecified)	97	-33	97	0	0	96	4	101	102	96	96
CC(O)CNc1ccc(-c2nn(C)c(=O)c3ccccc23)cc1[N+](=O)[O-] (stereo unspecified)	89	-21	97	1	23	95	-5	93	103	100	95
Cc1ccc(S(=O)(=O)Oc2ccccc2/C=C2\SC(=O)NC2=O)cc1	92	12	98	2	-1	92	-8	92	100	94	94
CC(=O)NCc1ccc2[nH]c(C)cc2c1	98	-38	100	0	9	98	nt	101	99	97	100
CCOCCCNC(=O)c1ccc2c(c1)ncn2C1CCCC1	100	-14	103	0	0	99	nt	100	101	101	100
Cc1cccc(C2CC(c3ccc(Cl)cc3)Nc3nc(N)nn32)c1 (stereo unspecified)	100	-4	97	1	22	97	nt	102	104	97	100
CSC1=NC(C(Cl)(Cl)Cl)N=C(c2ccccc2)N1 (stereo unspecified)	99	-19	101	-2	16	96	-18	106	101	97	98
COc1ccc(S(=O)(=O)NCc2cn3c(C)csc3n2)cc1F	98	-27	105	-2	11	100	nt	98	86	101	99
COc1ccc(NC(=O)CSc2nc3c(c(=O)n2-c2ccccc2)SCC3)c(OC)c1	96	-30	96	-3	2	95	25	97	97	97	97
CC(/C=C/c1ccccc1F)=N\NC(=O)C(C)C	101	-8	107	-2	-1	100	-21	103	103	101	102
Cc1ccccc1Cn1nnc(-c2ccc(C(=O)O)cc2)n1	95	-19	96	0	4	95	8	100	101	96	96
Cc1ccc(-c2nsc(SCC(=O)NCc3ccc4c(c3)OCO4)n2)cc1	100	3	100	-7	-9	97	nt	97	101	99	96
O=C(O)c1ccc(COc2ccc3c4c(c(=O)oc3c2)CCC4)o1	101	11	99	-1	-18	96	nt	102	101	100	100
COc1cccc(-n2c(C)cc(/C=C3/C(=N)N4C(=NC3=O)SN=C4S(C)(=O)=O)c2C)c1	87	-17	91	2	32	89	5	90	102	85	87
COc1ccccc1NC(=O)CSc1nnc2ccc(-c3cccnc3)nn12	91	-61	97	-1	11	94	8	94	100	91	94
CCNc1oc(-c2cccc3ccccc23)nc1C#N	97	3	100	-2	17	99	nt	96	103	99	98
COc1ccc(OCCSc2nc(-c3ccccc3)cc(=O)[nH]2)cc1	92	8	94	-1	-4	89	7	100	100	94	93
O=c1c(Cl)c(NCc2ccccc2)cnn1C12CC3CC(CC(C3)C1)C2	100	-9	107	1	15	100	5	100	103	101	102
N#Cc1nnn(Cc2ccccc2)c1N	103	-14	99	0	3	97	-5	103	105	100	97
Cc1cc(C)cc(OCC(=O)N2Cc3ccccc3CC2C(=O)O)c1 (stereo unspecified)	92	-20	93	-1	3	97	nt	93	96	93	92
NS(=O)(=O)c1ccc(CCNC(=O)COC(=O)CCc2ccccc2)cc1	98	6	105	0	-12	95	1	101	104	94	98
COC(=O)C1C(c2ccc(OC)c(OC)c2)NC(c2ccc(OC)c(OC)c2)C(C(=O)OC)S1(=O)=O (stereo unspecified)	99	5	104	0	-4	100	-7	99	104	98	100
Cn1cc(CCC(=O)N2CCCC(CCC(=O)NCc3ccccc3F)C2)cn1 (stereo unspecified)	95	2	99	-2	1	96	2	100	100	99	96
CCN1CCN(C(=O)c2ccc(CSc3ccc(C)cc3)cc2)CC1	100	-30	98	-5	-27	99	nt	96	129	99	99
CC(NS(=O)(=O)c1ccc(Cl)cc1)C(=O)NCc1ccco1 (stereo unspecified)	99	-28	101	-2	21	97	nt	98	107	101	96
COc1cc(OC)cc(C(=O)Nc2cccc(C(C)=O)c2)c1	98	-16	106	0	14	97	-10	100	101	101	102
COc1ccc2c(c1OC)C(=O)OC2C/C(=N\NC(N)=O)c1ccccc1 (stereo unspecified)	100	-40	97	0	1	96	nt	104	105	101	99
CCn1c(O)c(/C=N/N=C2CCCC2)c2ccc(C3=NNC(=O)CC3)cc21	99	-65	103	2	22	99	-9	103	102	101	104
CCOc1cc(CNc2ccc(CNc3ncn[nH]3)cc2)ccc1OCc1ccccc1	99	-90	107	-6	-38	101	-7	99	103	104	100
Cc1cc(C)n2cc(CSc3nnnn3C)nc2n1	94	-27	93	1	5	94	nt	91	99	95	95
COc1cccc(C2CC(=O)NC(SC)=C2C#N)c1 (stereo unspecified)	99	-20	100	0	24	100	nt	96	93	100	99
Cc1[nH]c2ccccc2c1C1(O)C(=O)N(C(C)C)c2ccccc21 (stereo unspecified)	101	-22	107	0	-4	103	8	101	92	104	100
Cc1cc(=O)[nH]c(N/N=C/c2c(C)nn(-c3ccccc3Cl)c2Cl)n1	98	-31	102	-1	10	98	14	96	99	98	99
Cn1c(-c2cccs2)nc2ccccc21	98	-24	102	1	-12	97	18	98	101	96	98
CSc1ccccc1C(=O)NC1CCCCC1	102	-12	107	-3	-10	100	nt	104	100	104	103
CC(=O)c1c(C)[nH]c(C(=O)OCC(=O)C(C)(C)C)c1C	103	-4	107	-1	16	99	3	105	104	105	103
Cc1ccccc1-n1c(SCC(N)=O)nc2sc(-c3ccccc3)cc2c1=O	98	21	101	0	3	98	nt	101	95	96	97
Cc1ccc(NCCC(=O)c2ccc(Cl)c(Cl)c2)cc1	97	-29	96	nt	-13	94	-5	94	100	96	94
CC(C)(C)C1CCC2(CC1)Nc1cccc3cccc(c13)N2	98	-56	98	0	21	96	nt	99	97	98	99
CCOc1cc(/C=N/NC(=O)CN2CCCCC2)ccc1OCc1ccc(Cl)cc1	101	-10	107	5	24	103	10	101	108	104	102
CC(C)c1ccc(C(=O)N/N=C/c2cccc(Cl)c2Cl)cc1	103	-16	99	1	9	97	1	96	103	102	101
Cc1c(C(=O)N2CC(C)OC(C)C2)oc2ccccc12 (stereo unspecified)	102	12	99	-1	-7	98	-5	96	101	102	101
Next part:
SMILES	Rab2 wt GTP	Mcl1-Bid inh	Rac1 wt modul	Mcl-1 Bim block	Mcl1-Noxa inh	Rac1 mut GTP	Pf gamet viab	Rab7 wt modul	RGS8-Gao reg	Cdc42 wt GTP	HRas wt GTP bind
Cc1ccc(C)c(S(=O)(=O)N2CCN(C(C)C(=O)Nc3ccccc3-c3ccccc3)CC2)c1 (stereo unspecified)	98	-4	100	0	-3	95	8	97	102	103	98
CC(C)CNS(=O)(=O)c1ccc(CCC(=O)NCc2cccnc2)cc1	102	-21	102	-4	-11	103	-17	99	101	105	102
CCOc1cc(/C=C2\CCC/C(=C\c3cc(Cl)c(O)c(OCC)c3)C2=O)cc(Cl)c1O	92	-63	92	1	18	91	-15	93	103	91	94
CNC(=O)c1cc2cc(OC)ccc2n1CCN(C)C	103	-18	104	-2	-5	102	-25	101	104	104	104
CCCCC(=O)Nc1ccc(C(=O)OC2CCCCC2)cc1	102	-2	104	0	0	100	-7	99	81	84	101
O=C(NC1CC2CCC(C1)N2C(=O)NCc1ccccc1)C1CC1 (stereo unspecified)	93	1	95	-2	0	94	8	94	101	92	95
NC(=O)NC(Cc1ccccc1)C(=O)O (stereo unspecified)	103	4	101	-2	4	100	-16	103	102	100	101
C=CCNC(=O)CN(c1cccc(Br)c1)S(C)(=O)=O	99	-24	101	0	0	97	nt	95	102	97	100
Cc1ccc(C)c(N2CCN(C(c3ccncc3)c3nnnn3Cc3ccccc3)CC2)c1 (stereo unspecified)	99	22	102	-2	22	101	nt	97	93	101	101
COc1ccc(C(=O)NCCN2CCOCC2)c(OC)c1	99	-32	100	-1	12	95	21	106	100	97	98

Among those listed so far, two have a CF3 group:
SMILES	Rab2 wt GTP	Mcl1-Bid inh	Rac1 wt modul	Mcl-1 Bim block	Mcl1-Noxa inh	Rac1 mut GTP	Pf gamet viab	Rab7 wt modul	RGS8-Gao reg	Cdc42 wt GTP	HRas wt GTP bind
O=C(Cn1cc(C(F)(F)F)cc(Cl)c1=O)Nc1cc(S(=O)(=O)N2CCOCC2)ccc1Cl	94	-7	100	-1	22	98	-6	95	100	98	95
CC(c1ccco1)N(C(=O)c1ccc(C(F)(F)F)cc1)c1ccccn1 (stereo unspecified)	99	-31	99	0	8	95	11	104	101	102	99

Bioassay records as filed in PubChem.
